Pol iota inh – inhibitors of human DNA polymerase iota; Q9UNA4; Pol iota fluorescent replication assay, 10 min; Potency, µM (highest dose often 115 µM), for the others: top-dose activity, negative = inhibition, most hits filed as inhibitors; 390,000 tested, 1% active
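Fluorescent replication assay read twice, at 0 min and 10 min after adding 50 nM (final) substrate. Enzyme (10 nM) and compounds were first incubated 15 min at room temperature; enzyme-free buffer wells were negative controls.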
GLS inh – blocks human kidney-isoform glutaminase activity; 410,000 tested, 0.21% active; Potency, µM (series often up to 45.5 µM), for the others: at the highest dose activity change, negative = inhibition, actives largely listed as inhibitors; O94925; GLS enzymatic activity, qHTS titration; further: on the % scale 0 is the no-effect control and ±100 the full control effect
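Human kidney-isoform GLS in 45 mM KH2PO4 pH 8.2, 0.02% Tween-20, with compound, started with 1mM L-Glutamine (added stock). Glutamate oxidase/HRP/Amplex red coupled fluorescence read at start and after 30 min at RT.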
Tb PGK inh – blocks T. brucei phosphoglycerate kinase; Potency, µM (top dose mostly 57.5 µM), for inactives: top-dose activity change, negative = inhibition, actives largely listed as inhibitors; AID 602233; P07378; PGK/GAPDH coupled, Kinase-Glo luminescence, 60 min; 380,000 tested, 0.043% active; further: on the % scale 0 is the no-effect control and ±100 the full control effect; nearly all actives have a fitted effect of over 60% in size
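Recombinant glycosomal PGK reaction used 1,3-bisphosphoglycerate generated in-well by GAPDH (100nM final) in 100mM TEA pH 7.6, 5mM MgCl2, 0.01% Tween-20. After 60 minutes at room temperature, ATP was read by Kinase-Glo Plus luminescence end-point.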
JMJD2A Tudor – blocks the human JMJD2A Tudor domain; O75164; 390,000 tested, 4.4% active; Potency, µM (series often up to 114 µM), for the others: at the top dose activity change, negative = inhibition, usual class: inhibitors; AlphaScreen JMJD2A-Tudor / H3K4me3 peptide binding; further: on the % scale 0 is the no-effect control and ±100 the full control effect; nearly all actives have a fitted effect of over 50% in size
Target sequence (O75164 whole entry, looked up, the tested form may be a part): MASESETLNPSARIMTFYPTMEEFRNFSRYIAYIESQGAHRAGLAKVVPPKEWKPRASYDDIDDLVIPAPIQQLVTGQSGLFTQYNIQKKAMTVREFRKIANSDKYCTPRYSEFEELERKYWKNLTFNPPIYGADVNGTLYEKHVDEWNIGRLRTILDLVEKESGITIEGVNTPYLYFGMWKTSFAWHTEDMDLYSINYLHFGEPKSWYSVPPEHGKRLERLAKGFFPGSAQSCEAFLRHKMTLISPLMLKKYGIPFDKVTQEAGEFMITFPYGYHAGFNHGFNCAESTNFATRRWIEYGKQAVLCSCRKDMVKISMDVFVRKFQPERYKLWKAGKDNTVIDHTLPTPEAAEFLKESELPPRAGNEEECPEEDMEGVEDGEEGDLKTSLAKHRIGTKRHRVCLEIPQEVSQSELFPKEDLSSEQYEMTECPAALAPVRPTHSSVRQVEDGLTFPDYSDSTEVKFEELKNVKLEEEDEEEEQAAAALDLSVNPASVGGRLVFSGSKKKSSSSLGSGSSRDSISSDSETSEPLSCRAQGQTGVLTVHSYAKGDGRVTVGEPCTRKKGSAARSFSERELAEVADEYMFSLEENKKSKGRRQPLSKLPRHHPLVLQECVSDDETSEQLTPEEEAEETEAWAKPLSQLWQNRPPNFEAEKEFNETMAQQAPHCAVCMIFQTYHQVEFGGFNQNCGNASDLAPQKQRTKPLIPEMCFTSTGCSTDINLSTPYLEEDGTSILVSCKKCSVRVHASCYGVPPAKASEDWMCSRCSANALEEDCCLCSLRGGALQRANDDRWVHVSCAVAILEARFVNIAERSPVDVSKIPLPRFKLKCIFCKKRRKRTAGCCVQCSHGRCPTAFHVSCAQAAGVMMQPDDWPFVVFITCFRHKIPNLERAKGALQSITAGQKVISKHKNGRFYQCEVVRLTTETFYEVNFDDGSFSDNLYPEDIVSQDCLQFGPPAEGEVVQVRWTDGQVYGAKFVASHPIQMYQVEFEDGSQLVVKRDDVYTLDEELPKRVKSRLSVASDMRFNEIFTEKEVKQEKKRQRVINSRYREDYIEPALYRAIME
HP1b binding inh – inhibitors of HP1-beta chromodomain binding to methylated histone tails; P83916; AlphaScreen HP1-beta / biotin-H3K9me3 peptide binding; Potency, µM (highest dose often 114 µM), for the others: at the top dose activity change, negative = inhibition, hits mostly inhibitors; 390,000 tested, 0.56% active; further: nearly all actives have a fitted effect of over 70% in size; inactives centre near 23
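HP1-beta protein (50 nM final) preincubated 30 min at room temperature with biotinylated H3(1-18)K9me3 peptide (50 nM) in PBS pH 7.4, 0.01% Tween-20, then compound added for 30 min. AlphaScreen streptavidin donor/nickel chelate acceptor beads (10 ug/mL final), 30 min dark, luminescence read.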
BAZ2B block – BAZ2B (human) inhibition | Potency, µM (doses to about 114 µM), for inactives: at the top dose activity change, negative = inhibition, most hits filed as inhibitors | AID 504333 | 360,000 tested, 4.4% active | AlphaScreen BAZ2B-H3K14Ac peptide displacement | Q9UIF8; further: on the % scale 0 is the no-effect control and ±100 the full control effect; nearly all actives have a fitted effect of over 60% in size
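BAZ2B 50 nM plus b-H3(5-23)K14Ac 50 nM, PBS pH 7.4/0.01% Tween-20, 30 min RT; compound added (max 110 uM), 30 min RT; streptavidin donor/Ni-chelate acceptor beads 10 ug/mL final, 20 min dark; AlphaScreen read.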
BLM inh – inhibitors of human Bloom syndrome helicase BLM | recombinant BLM DNA unwinding, fluorescence dequenching | Potency, µM (titrated, usually from 56.1 µM), inactives show at the top dose activity change, negative = inhibition, actives largely listed as inhibitors | 350,000 tested, 0.2% active | AID 2528;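 further: plate controls were vehicle for no effect and no enzyme for full effect; nearly all actives have a fitted effect of over 35% in size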
Pin1 inhibitor – human Pin1 inhibition; Q13526; Pin1 FP peptide displacement, HiFluor488, 10 min; Potency, µM (highest dose often 115 µM), for the others: at the highest dose activity, negative = inhibition, most hits filed as inhibitors; 390,000 tested, 0.009% active; active means well fitted inhibition curve with a large enough effect in the polarisation, with a control signal flat, not every such curve was filed as active; inconclusive means small, poorly fitted or top-dose-only effect, or effect the other way, or a change in a side signal; inactive means no such curve, though single readings can be large or run the other way; the % refers to the polarisation; further: on the % scale 0 is the no-effect control and ±100 the full control effect
G9a inh – inhibitors of human histone lysine methyltransferase G9a. G9a H3K9 monomethylation, AlphaScreen, 2 h. Potency, µM (series often up to 102 µM), for inactives: at the top dose activity, negative = inhibition, usual class: inhibitors. AID 504332. 350,000 tested, 8.8% active; further: on the % scale 0 is the no-effect control and ±100 the full control effect; nearly all actives have a fitted effect of over 75% in size
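AlphaScreen detection with an anti-monomethyl H3K9 antibody quantified product after a 2 h room-temperature reaction containing 500 nM biotinylated H3K9 peptide, 20 µM SAM and 20 nM enzyme, which had been preincubated 15 min with compound.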
* marks the source's active call; other numbers are inactive results; i = inactive; ? = inconclusive; . = not tested or not shown; & = joins results of further samples; ! = a repeat was not active; [ ] = dose if it differs, or a comment. Unless noted, the call rests on the fitted dose curve; in most records, active means well fitted curve in the direction sought with a large enough effect; inconclusive means small, poorly fitted or top-dose-only effect, or another doubt; inactive means no such curve, though single readings can be large; an effect the other way counts as inactive or inconclusive. Potency means the concentration at half of the fitted maximal effect.

SMILES	Pol iota inh	GLS inh	Tb PGK inh	JMJD2A Tudor	HP1b binding inh	BAZ2B block	BLM inh	Pin1 inhibitor	G9a inh
CCCCCNC(=O)CCn1c(=O)[nH]c2ccccc2c1=O	-2%	-12%	-3%	-7%	8%	-5%	-3%	4%	3%[59 µM]
CC(=O)c1cccc(NC(=O)[C@H]2O[C@@H]3OC(C)(C)O[C@@H]3[C@H]3OC(C)(C)O[C@H]32)c1	-3%	-5%	-2%	-4%	20%	4%	-2%	-9%	-27%[59 µM]
Cc1ccc(C(=O)N2CCN(C)CC2)cc1S(=O)(=O)N1CCCCCC1	58%[activator]	-2%	-7%	-14%	41%[activator]	-9%	-1%	-10%	19%
COc1ccccc1N(Cc1ccccc1)S(=O)(=O)c1cccc(C(=O)Nc2ccccn2)c1	20%	-3%	i	-19%	26%	-22%	-9%	16%	17%
CCOCCCNC(=O)C1CCC(CNS(=O)(=O)c2ccc(OC)cc2)CC1 (stereo unspecified)	73%[activator]	9%	5%	3%	31%	13%	0%	2%	-32%
COc1ccccc1-c1ocnc1C(=O)Nc1ccc(N2CCOCC2)cc1N1CCOCC1	103%[activator]	-19%	2%	?	-13%	-15%	-2%	3%	50µM*
CC(C)Sc1nc2c(c(=O)[nH]c(=O)n2C)n1CCc1ccccc1	3%	6%	1%	3%	36%[activator]	1%	0%	1%	-10%[59 µM]
COc1ccccc1C(=O)Oc1cc(C)[nH]c(=O)c1[N+](=O)[O-]	-23%	0%	i	?	36%[57 µM]	1%	-12%	7%	-6%
CCOC(=O)C1(CC2CCCCO2)CCN(Cc2nc(-c3cccs3)oc2C)CC1 (stereo unspecified)	1%	-3%	-8%	-8%	20%	-6%	-3%	-1%	.
O=C(NCc1cccs1)c1ccc(CSc2nc3cccnc3n2Cc2ccccc2)cc1	17%	2%	-8%	-17%	19%	-3%	-3%	33%[activator]	-6%[59 µM]
CCn1nc(NC(=O)c2cccnc2)c2cc3ccccc3nc21	1%	-6%	-2%	19%	61%	6%	1%	-9%	3%
Cc1ccc(Oc2c(C=O)c3ccccc3n2C)cc1	-9%	-11%	-2%	60%[activator]	141%[activator]	32%	-4%	0%	29%[0.501 µM]
CC(C)C(c1nnnn1C1CCCC1)N1CCCc2ccccc21 (stereo unspecified)	20%	-4%	-7%	-26%	19%	-2%	-4%	9%	-3%[59 µM]
O=C(O)c1ccc(S(=O)(=O)N(Cc2ccc(F)cc2)C2CCCCC2)cc1	-24%	1%	1%	-15%	29%	-23%	-2%	-5%	?
COc1cc(OC)c(OC)cc1/C=N/NC(=S)NCC1CCCO1 (stereo unspecified)	17%	35%	-5%	-19%	10%	1%	-4%	-2%	8%
COc1cccc(OC)c1C(=O)N1CCOCC1	0%[58.9 µM]	6%	-4%	4%	6%	-4%	7%	0%	-2%[59 µM]
NS(=O)(=O)c1ccc(NC(=O)COC(=O)c2cc3ccccc3cc2O)cc1	?	-15%	i	-24%	37%	-13%	-11%	16%	-46%[59 µM]
CCOc1cc(C(=S)N2CCOCC2)ccc1OS(=O)(=O)c1ccc(Br)cc1	23%	-1%	-4%	-32%	45%[activator]	-4%	-7%	8%	24%
CCCc1cc(=O)n2[nH]c(-c3ccccc3)cc2n1	12%	-4%	-1%	12%	43%[activator]	-4%	-5%	-2%	-10%[59 µM]
O=C(Nc1ccc(N2CCN(C(=O)c3ccco3)CC2)cc1)c1ccc([N+](=O)[O-])cc1Cl	3%	15%	-4%	-22%	26%	?	-7%	?	.
COc1ccc(N(CC(=O)NN=C2CCCCCCC2)S(=O)(=O)c2ccccc2)cc1	1%	-3%	-4%[11.5 µM]	-19%	7%	-1%	-4%	7%	-20%
COc1ccc(C(N)c2nccc3cc(OC)c(OC)cc23)cc1OC (stereo unspecified)	?	-15%	-7%	56µM*	48%[activator]	14µM*	-2%	27%	.
CCc1noc(C)c1C(=O)N(C)CC(=O)Nc1ccc(Br)cc1C	56%[activator]	3%	-2%	-12%	12%	-3%	.	-7%	9%[0.501 µM]
Cc1ccc(S(=O)(=O)N(Cc2cc3ccc(C)cc3[nH]c2=O)c2ccccc2)cc1	0%	1%	-10%	-8%[11.4 µM]	-9%	-1%	-5%	-3%	2%
O=C1CC(N2CCN(S(=O)(=O)c3ccc(Cl)cc3)CC2)C(=O)N1CCc1ccccc1 (stereo unspecified)	7%	2%	.	-21%	23%	9%	0%	6%	13%[59 µM]
CCOc1cccc2sc(=NC(=O)c3ccc(S(=O)(=O)N4CCOCC4)cc3)n(C)c12	-19%&17%	5%&0%	10%&-9%	5%&-3%	49%&42%[activator]	0%&11%	-7%&0%	4%&-8%	8%&-5%[59 µM]
COc1ccc(Cl)cc1-c1nc(SCC(=O)NC(C)C)n[nH]1	12%	-4%	-9%	-10%	42%[activator]	-16%	-2%	1%	0%
COc1ccccc1NC(=O)Nc1nc2ccc(S(N)(=O)=O)cc2s1	34%	0%	3%	-5%	14%	24%	-17%	?	9%
CCOc1ccccc1C(=O)N[C@H](C(=O)OCC(=O)Nc1nnc(-c2ccccc2)o1)C(C)C	87%[activator]	-15%	-4%	-17%	-10%	.	.	2%	.
O=C(NCCN1CCCCCC1)C1CCN(S(=O)(=O)N2CCOCC2)CC1	15%	21%	2%	0%	25%	-7%	-5%	-9%	-38%[59 µM]
COC(=O)c1cc(C(=O)OCC(=O)c2ccc3c(c2)NC(=O)CO3)cc([N+](=O)[O-])c1	23%	13%	0%	-17%	17%	-6%	.	3%	50µM*
CCOc1ccc(CC(=O)Nc2c(C(=O)c3ccccc3)oc3ccc(OC)cc23)cc1OCC	16%	3%	-1%	4%	36%	-10%	-2%	2%	8%[59 µM]
CN(C)NC(=S)Nc1ccc(S(=O)(=O)N2CCCCC2)cc1	10%	0%	-2%	-21%	-3%	-13%	-6%	-8%	0%
N#CCCN(C(=O)COC(=O)c1cccc(S(=O)(=O)Nc2ccc([N+](=O)[O-])cc2)c1)c1ccccc1	14%	28%	6%	-27%	9%	-37%	-8%	-5%	-25%[59 µM]
CCOC(=O)C1CCN(C(=O)c2ccc3c(SCC(=O)O)c4c(nc3c2)CCCC4)CC1	-21%	8%	-7%	-17%	25%	-28%	-14%	-11%	-34%
CCc1nc(N)nc2c1C(=O)CC(C)(C)C2	25%	-1%	-6%	0%	16%	-5%	1%	1%	11%
Cc1nc(CS(=O)(=O)c2ccccc2)cc(N2CCOCC2)n1	-3%	?	-5%	?	-7%	5%	0%	-8%	5%[59 µM]
CCc1ccc(-c2nc(CS(=O)CC(=O)NCc3ccc4c(c3)OCO4)c(C)o2)cc1 (stereo unspecified)	-14%	9%	3%	-25%	16%	-32%	1%	7%	40µM*
C[C@H](CO)N1C[C@H](C)[C@H](CN(C)C)Oc2ccc(NS(=O)(=O)c3ccc(F)cc3)cc2CC1=O	1%	27%	-3%	-8%	33%	.	.	-5%	.
O=c1cc(C(F)(F)F)c2sc(N3CCCCC3)nc2[nH]1	7%	22%	8%	-6%	36%	-2%	-6%	?	0%[59 µM]
CC(=O)c1sccc1NC(=O)CC(C)(C)CC(=O)O	42%[activator]	6%	0%	-9%	21%	-22%	-3%	-1%	2%
CCOC(=O)CN(C(=O)CSc1nnc(COc2ccc(OC)cc2)n1CC)c1ccccc1	21%	?	8%	0%	25%	-37%	-3%	2%	34%[12.7 µM]
COc1ccc(Cl)cc1S(=O)(=O)N1CCN(Cc2cccc(F)c2)CC1	17%	-6%	-4%	-17%	43%[activator]	2%	-7%	0%	3%[59 µM]
CC(=O)Nc1ccc(NC(=O)COc2cc(C)cc3oc(=O)cc(C)c23)cc1	-2%	-7%	-3%	5%	31%	-2%	0%	3%	7%
CC(=O)c1ccc(NC(=O)NNS(=O)(=O)c2ccc([N+](=O)[O-])cc2)cc1	5%	15%	3%	-11%	.	?	-5%	4%	-28%
CCc1cc(C(=O)N2CCCC(CCC(=O)N3CCN(c4ccccn4)CC3)C2)no1 (stereo unspecified)	97%[activator]	0%	-3%	10%	45%[activator]	2%	-2%	1%	15%
Cc1cccc(-n2nc3c(c2NC(=O)CCCl)CSC3)c1	-12%	10%	i	-18%	28%	1%	-6%	4%	18%[2.33 µM]
Cn1ncc(Cl)c1C(=O)Nc1cccnc1	-1%	-11%	-5%	11%	48%	-9%	4%	-2%	-3%[59 µM]
Cc1c(NC(=O)CN2CC(C)OC(C)C2)c(=O)n(-c2ccccc2)n1C (stereo unspecified)	1%&3%	-18%&-5%	-2%&-8%	11µM*!	56µM*!	20µM*	4%	-4%&-8%	16µM*
Cc1cc(C)c(S(=O)(=O)N2CCCCC2)c(C)c1N(C)S(=O)(=O)c1ccc(Cl)cc1	193%[activator]	4%	1%	-2%	37%	10%	-5%	?	-10%[59 µM]
CCOc1ccccc1CN1CCNC(=O)C1CC(=O)NCc1ccccn1 (stereo unspecified)	3%	9%	-8%	-19%	52%[activator]	-4%	-3%	?	.
COc1ccc2nc(C)cc(Nc3ccc(Cl)c(Cl)c3)c2c1	36%[activator]	12%	-5%	-23%	28%	-1%	-11%	5%	-4%[59 µM]
O=S(=O)(Nc1ccc(-c2cnco2)cc1)c1ccccc1	16%	5%	-10%	-15%	45%[activator]	-12%	-9%	1%	4%[59 µM]

3 entries already listed, sorted by SMILES length, highest first:
SMILES	Pol iota inh	GLS inh	Tb PGK inh	JMJD2A Tudor	HP1b binding inh	BAZ2B block	BLM inh	Pin1 inhibitor	G9a inh
Cc1cc(C)c(S(=O)(=O)N2CCCCC2)c(C)c1N(C)S(=O)(=O)c1ccc(Cl)cc1	193%[activator]	4%	1%	-2%	37%	10%	-5%	?	-10%[59 µM]
CCOc1ccccc1CN1CCNC(=O)C1CC(=O)NCc1ccccn1 (stereo unspecified)	3%	9%	-8%	-19%	52%[activator]	-4%	-3%	?	.
Cc1cccc(-n2nc3c(c2NC(=O)CCCl)CSC3)c1	-12%	10%	i	-18%	28%	1%	-6%	4%	18%[2.33 µM]

These rows are one share of the data. The share of hits here may be higher or lower than overall.
